NPY-Y1 PAM-ag: potentiates or activates human NPY-Y1 receptor; NPY-Y1 expressing cells, potentiator/agonist activation; activation, % at 3.6 µM; 220,000 tested, 0.37% active; AID 1304; in the data active means activation above about 33%, passing the limit was not always enough;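 further: cells stimulated with NPY at EC10 then isoproterenol at EC100; 0% = low agonist plus stimulus and 100% = saturating agonist plus stimulus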
Target sequence (P25929 whole entry, looked up): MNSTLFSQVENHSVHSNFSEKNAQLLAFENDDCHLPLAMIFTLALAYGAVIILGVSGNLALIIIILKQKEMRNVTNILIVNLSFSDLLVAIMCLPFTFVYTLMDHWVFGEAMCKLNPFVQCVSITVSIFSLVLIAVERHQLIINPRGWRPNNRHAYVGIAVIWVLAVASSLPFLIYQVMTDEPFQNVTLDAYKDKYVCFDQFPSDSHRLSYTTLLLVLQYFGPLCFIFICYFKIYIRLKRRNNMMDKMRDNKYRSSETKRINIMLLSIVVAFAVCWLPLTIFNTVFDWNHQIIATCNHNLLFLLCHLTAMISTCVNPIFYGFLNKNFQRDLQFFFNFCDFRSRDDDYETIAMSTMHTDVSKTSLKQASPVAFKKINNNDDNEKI
p47phox inh: p47phox (human) inhibition | inhibition, % at 24.7 µM | AID 1274 | 220,000 tested, 0.53% active | p47phox/p22phox peptide binding, fluorescence polarization, 2 h;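 active means inhibition above about 30%, limit read from the data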;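 further: 0% = p47phox with labelled peptide and 100% = labelled peptide alone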
Target sequence (P14598 whole entry, looked up): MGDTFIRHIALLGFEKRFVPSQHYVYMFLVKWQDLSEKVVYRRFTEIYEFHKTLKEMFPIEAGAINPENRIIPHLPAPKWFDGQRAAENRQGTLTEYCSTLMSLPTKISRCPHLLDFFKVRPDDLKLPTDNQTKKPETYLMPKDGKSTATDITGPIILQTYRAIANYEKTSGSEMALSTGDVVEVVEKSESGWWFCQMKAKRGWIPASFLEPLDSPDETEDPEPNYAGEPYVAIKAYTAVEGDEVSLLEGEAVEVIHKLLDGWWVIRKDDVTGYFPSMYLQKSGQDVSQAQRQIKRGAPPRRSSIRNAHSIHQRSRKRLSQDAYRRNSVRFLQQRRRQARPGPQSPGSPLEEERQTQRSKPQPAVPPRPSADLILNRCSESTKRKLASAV
S1P4 agonist: human S1P4 receptor agonism. S1P4-expressing cell line, agonist reporter assay. activation, % at 4.98 µM. 220,000 tested, 0.35% active. AID 1509; in the data active means activation above about 11%;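 further: 0% = DMSO vehicle and 100% = reference agonist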
NPY-Y1 antag: antagonists of human neuropeptide Y receptor Y1; AID 1040; HEK293-CNG Y1 cells, membrane potential fluorescence; NPY at EC95, then isoproterenol; inhibition, % at 3.6 µM; 200,000 tested, 1% active; P25929;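 active means inhibition above the campaign mean inhibition of all tested compounds plus 3 SD, cut at about 20% in these data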;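 further: 0% = DMSO wells given NPY plus isoproterenol and 100% = isoproterenol alone without NPY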
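Material: HEK293 Y1/CNG channel cell line; also added: NPY (25 nM), isoproterenol (1 µM), Ro 20-1724 (25 µM); doses: one concentration, 3.6 µM, in 0.4% DMSO; schedule: compound incubation 1 h at room temperature, readout 45 min post-stimulation; technique: membrane potential fluorescence; measure: fluorescence ratio normalized to % inhibition between controls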
S1P4 antag: human S1P4 receptor antagonism. 220,000 tested, 0.26% active. O95977. S1P4-expressing cells, antagonist mode, reporter read-out. inhibition, % at 4.98 µM; in the data active means inhibition above about 29%;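 further: 0% = wells stimulated with agonist and 100% = vehicle wells without agonist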
CHOP inhibitor: inhibitors of CHOP induction in ER stress response. CHO-K1 CHOP-promoter luciferase, tunicamycin-induced, 15-18 h. 220,000 tested, 3.8% active. inhibition, % at 10 µM;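 active means compounds that reduced the stress-induced luciferase reporter signal by more than about 70% of percent inhibition, limit read from the data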;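 further: 0% = tunicamycin plus vehicle and 100% = wells without tunicamycin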
BaF3 tox: counter-screen for JAK2V617F inhibitors: parental Ba/F3 viability inhibitors; CellTiter-Glo ATP luminescence; 220,000 tested, 1.1% active; inhibition, % at 5.6 µM; AID 1486;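 active means inhibition above a per-campaign cutoff, the mean inhibition of all tested compounds plus 3 SD, cut at about 27% in these data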;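 further: 0% = DMSO wells and 100% = JAK Inhibitor I control wells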
Ba/F3 V617F tox: loss of viability in JAK2V617F-driven Ba/F3 cells; inhibition, % at 5.6 µM; 220,000 tested, 1.1% active; Ba/F3 EpoR-JAK2V617F viability, ATP luminescence; AID 1446;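 active means inhibition above the campaign mean plus 3 SD over all tested compounds, cut at about 24% in these data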;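 further: cytokine-independent growth of Ba/F3 cells driven by EpoR plus mutant JAK2; 0% = DMSO-treated cells and 100% = JAK inhibitor I control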
NPY-Y2 PAM-ag: human NPY-Y2 potentiation or agonism, primary screen; P49146; cells expressing NPY-Y2, potentiator/agonist read-out; activation, % at 3.6 µM; 220,000 tested, 0.45% active; in the data active means activation above about 27%;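 further: cells stimulated with NPY near EC25 plus isoproterenol at EC100; 0% = vehicle plus submaximal agonist and 100% = vehicle plus saturating agonist; some results beyond the cut were filed as inactive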
* = called active by the depositor; nt = no result given.

SMILES	NPY-Y1 PAM-ag	p47phox inh	S1P4 agonist	NPY-Y1 antag	S1P4 antag	CHOP inhibitor	BaF3 tox	Ba/F3 V617F tox	NPY-Y2 PAM-ag
CC(N)c1ccc(Cl)cc1Cl (stereo not given)	-2	-7	1.8	-6	-18	-14	2	-1	-5
CSc1ncc(CN2CCN(C3CCCCC3)C(CCO)C2)cn1 (stereo not given)	11	-8	1.9	4	-5	1	6	-2	-3
CCOP(=O)(OCC)c1nc(-c2ccc(OC)cc2)oc1N1CCOCC1	18	-11	0.3	nt	-15	4	-5	-2	6
O=C(NCc1csc2ccc(Cl)cc12)Nc1cccc2ccccc12	12	-18	0.1	nt	-12	2	3	1	2
N#Cc1cnn2ccc(-c3ccc4c(c3)CCC4)nc12	-7	-12	-0.1	8	5	29	7	4	-2
Cc1ccc(-c2nc(CS(=O)(=O)CC(=O)N3CCCCCC3)c(C)o2)cc1	14	-9	0.2	3	8	59	5	0	8
COc1ccccc1N(CC(=O)NCc1ccccn1)S(C)(=O)=O	7	-6	-0.3	12	-31	13	4	-1	5
CC(C)(C)C(=O)Nc1nnc(SCc2cccc(F)c2)s1	-3	-3	0.0	2	-8	33	1	3	8
O=C(C[n+]1ccccc1)Nc1ccccc1Br	6	-7	-0.4	0	-8	23	0	-4	9
O=C(Nc1ccc(Cl)cc1)Nc1cccnc1	12	-8	-0.7	-3	6	13	3	-1	24
CCOCCCNC(=O)c1cc2sc(Cl)cc2n1CC	1	3	0.3	7	-8	-14	0	-4	-5
CCC1CCCCN1CCCNC(=O)c1cn(CC(C)C)c(=O)c2cc(OC)c(OC)cc12 (stereo not given)	1	-54	-0.9	1	13	8	6	2	-7
CCOC(=O)/C(C(N)=NC(C)C)=C(\O)c1ccccc1	-14	-4	0.8	-3	-12	18	4	5	-5
Cc1cccc(NC(=O)Nc2ccc(C)cc2Br)c1	-12	-7	2.1	0	-14	90*	3	1	6
CCOc1ccc2nc(NC(=O)CN3CCN(C)CC3)sc2c1	-12	-9	1.0	-3	2	-6	4	0	-11
ClCC1CN(Cc2ccccc2Cl)CCO1 (stereo not given)	7	-2	0.5	-4	-9	12	3	2	-4
O=C(Nc1ccc(N2CCN(C(=O)c3ccccc3F)CC2)cc1)c1ncn[nH]1	-3	0	0.2	-2	-3	24	2	1	8
O=C(NCC(c1cccs1)N1CCOCC1)c1cc([N+](=O)[O-])ccc1Cl (stereo not given)	-11	-24	2.4	8	-6	-3	10	2	3
COc1ccc(CNCC(O)(c2ccc(Cl)cc2)c2ccc(Cl)cc2)cc1OC	-11	2	1.7	7	-17	58	3	1	-13
COc1ccc(S(=O)(=O)N(CC(N)=O)C2CCCCC2)cc1Cl	26	-1	-2.4	-3	3	16	3	-2	21
Cc1ccc(S(=O)(=O)CC(O)CN2CCCC2=O)cc1 (stereo not given)	30	-23	-1.8	-1	-3	-13	0	-1	8
CCCCSc1nnc([C@H](C)NC(=O)OC(C)(C)C)o1	13	7	-0.8	-2	-3	9	5	0	16
COC(=O)c1cc(NC(=O)c2c(Cl)nc3sccn23)cc(C(=O)OC)c1	-6	-17	-4.1	-3	13	76*	4	1	7
O=C(COC(=O)c1ccccc1C(=O)c1ccccc1)NCc1ccc(F)cc1	-7	-12	-0.1	3	-4	8	11	4	-5
CCN(CC(=O)Nc1cc(Cl)ccc1C)C(=O)C1CCCCC1	-15	2	0.7	15	16	7	5	3	-8
CCCNC(=O)c1cccc(Cn2nc(C)c(Br)c2C)c1	17	0	-0.8	-1	2	25	-1	-3	4
O=C(N=Nc1c(O)[nH]c2ccccc12)c1ccc(CN2CCOCC2)cc1	2	-5	1.6	1	-4	0	8	1	-3
CN(C)C(CNC(=O)Nc1cccc(Cl)c1)c1cccnc1 (stereo not given)	18	5	-1.9	1	-12	21	1	-3	-3
O=C(CSCc1ccccc1)NCc1ccc2c(c1)OCO2	-26	-4	-0.2	10	-6	-8	2	-1	5
COc1ccc2[nH]c(C(=O)O)c(CCC(=O)O)c2c1	-8	-5	-2.8	2	-12	-4	1	-4	-2
CC(=O)N1CCN(c2ccc(NC(=O)c3ccc(Br)o3)cc2Cl)CC1	-16	-8	0.1	0	0	2	2	-2	-9
Cc1noc(C)c1C(=O)OCC(=O)NC1CC1	5	3	-1.1	6	0	11	4	-1	-5
Cc1cc(NC(=O)CSc2nnc(-c3ccc(Cl)s3)o2)no1	-12	2	2.6	0	-18	40	3	-5	12
CC(=O)c1cccc(Nc2ccc(-c3ccccc3F)nn2)c1	16	0	2.2	4	6	1	11	4	-2
CCSc1ccccc1C(=O)Nc1nncs1	-31	-4	1.6	0	-2	10	0	-6	7
COc1ccc(CC(=O)Nc2cc(C)on2)cc1OC	4	-4	1.1	-6	-29	16	1	-2	15
CC(=O)N(c1ccccc1C)C1CCCC1	5	3	0.1	-6	-15	21	4	2	5
N#CCCn1cc(/C=N/N=C2\NC(=O)C(CC(=O)O)S2)c(-c2ccc(F)cc2)n1 (stereo not given)	3	0	0.6	nt	-12	8	-4	-1	15
O=C(NCCc1ccccn1)c1n[nH]c(=O)c2ccccc12	-9	-1	1.2	-2	-11	-3	1	5	-5
COc1ccc(-n2c(=O)n(Cc3ccccc3)c(=O)c3[nH]cnc32)cc1	3	-101	-0.5	nt	-18	7	0	-1	1

Ordered by SMILES length (smallest number first): some entries from above
SMILES	NPY-Y1 PAM-ag	p47phox inh	S1P4 agonist	NPY-Y1 antag	S1P4 antag	CHOP inhibitor	BaF3 tox	Ba/F3 V617F tox	NPY-Y2 PAM-ag
CN(C)C(CNC(=O)Nc1cccc(Cl)c1)c1cccnc1 (stereo not given)	18	5	-1.9	1	-12	21	1	-3	-3
CC(=O)N1CCN(c2ccc(NC(=O)c3ccc(Br)o3)cc2Cl)CC1	-16	-8	0.1	0	0	2	2	-2	-9
O=C(COC(=O)c1ccccc1C(=O)c1ccccc1)NCc1ccc(F)cc1	-7	-12	-0.1	3	-4	8	11	4	-5

Other compounds.
SMILES	NPY-Y1 PAM-ag	p47phox inh	S1P4 agonist	NPY-Y1 antag	S1P4 antag	CHOP inhibitor	BaF3 tox	Ba/F3 V617F tox	NPY-Y2 PAM-ag
Cn1c(=O)[nH]c(=O)c2c1nc(Br)n2CC(O)COc1ccccc1 (stereo not given)	-15	-9	1.6	2	-17	40	2	-1	2
CC(C)(C)NCc1cccn1-c1sc2c(c1C#N)CCCC2	-18	-8	0.6	-5	-19	-7	5	0	19
N#Cc1cccc(NC(=O)CSc2ccccc2)c1	-6	-7	-1.1	2	9	5	9	2	-13
Cn1c(=O)c2[nH]c(SCC(=O)c3ccc(F)cc3)nc2n(C)c1=O	2	-4	0.9	nt	-17	-15	0	-2	-7
COc1ccc(CN2CCOCCOCCN(Cc3ccc(OC)cc3)CCOCCOCC2)cc1	-9	-3	-0.8	nt	-4	-8	0	-1	-17
CC(OC(=O)C1CCN(S(=O)(=O)c2ccccc2)CC1)C(=O)Nc1ncc(Cl)cc1Cl (stereo not given)	-18	-11	1.3	5	6	43	4	-5	-1
CC(=O)Nc1nc2ccccc2n1Cc1ccc(C)cc1	7	-13	1.7	7	-11	-14	5	-3	-6
Cc1cccc(C2CC3(CC(C)(C)NC(=S)N3)Oc3cc(O)ccc32)c1 (stereo not given)	20	-10	1.7	-2	-15	17	4	-5	8
O=C(O)CC/C(=C\c1ccc(Cl)c([N+](=O)[O-])c1)c1nc2ccccc2s1	-22	-26	-0.5	2	-14	9	3	-2	-14
C/C(=N\OC(=O)c1ccc(OC(C)C)cc1)c1ccc(C)c(C)c1	-42	0	-0.6	13	1	20	0	-3	1
CCSc1nnc(NC(=O)c2nc(-c3ccccc3)n(-c3ccccc3)n2)s1	-2	-4	1.4	1	-22	-7	1	1	3
O=C(NCC1CCCO1)c1ccc2c(c1)C(=O)N(C1CCCCC1)C2=O (stereo not given)	-4	-13	0.2	-6	-11	20	1	-1	6
COc1ccc(C(=O)c2c[nH]c(C(=O)NCc3ccco3)c2)cc1	16	-10	1.2	4	-4	12	6	3	3
COC(=O)Cc1ccc2c3ccccc3n(C)c2c1	1	-20	3.6	3	-6	31	7	2	-8
Cc1onc(-c2ccccc2Cl)c1C(=O)Nc1nnc(Cc2ccc(Cl)cc2)s1	-5	-16	-0.4	3	-13	20	2	-1	-2
O=C1CSC(c2ccccc2[N+](=O)[O-])N1c1cccc(F)c1 (stereo not given)	-1	13	-2.8	-3	-5	14	3	4	2
O=C(CCN1CCCCC1)Nn1c(=S)[nH]c2ccccc2c1=O	4	-8	0.2	2	6	2	-3	-4	-27
COc1ccc2cc(/C=C/C(=O)c3ccco3)c(Cl)nc2c1	7	-14	0.2	2	1	-21	1	-1	-7
C#CCNC(=O)C1=C[C@@H](C2CCCCC2)C[C@@H](OCCCCO)O1	2	nt	-1.0	-3	-14	23	4	-5	-4
Cc1cccc(C)c1NC(=S)N1CCOCC1	17	-10	0.2	nt	8	10	4	-1	10
N#C/C(C(=O)Oc1ccccc1)=C1\C=Cc2ccccc2N1	-11	-14	-0.7	2	-8	32	3	1	-16
CC(C)=NNc1nc2sc3c(c2c(=O)[nH]1)CC(C)(C)OC3	16	-9	0.5	5	-5	-20	7	-1	2
COC(=O)c1cccnc1-n1c(=O)c2cccnc2n(Cc2cccc(C(F)(F)F)c2)c1=O	4	-7	0.5	2	6	36	-4	-3	1
Cc1cccc(-c2nnc3n2N=C(c2ccccc2Br)CS3)c1	-12	-2	-3.5	7	-7	48	33*	37*	2
CN1C2CCC1/C(=C/c1cccn1C)C(=O)/C2=C\c1cccn1C	-2	-269	-0.9	12	6	-8	5	0	10
COCCCNC(=O)C(C#N)c1nc2ccccc2nc1N1CCN(Cc2ccccc2)CC1 (stereo not given)	-4	18	-0.4	6	-17	16	-1	1	12
Cc1cc(Cl)c(S(=O)(=O)Nc2cc(S(=O)(=O)N3CCOCC3)ccc2F)cc1OCC(N)=O	3	6	-1.4	4	-25	-14	8	5	-31
COc1cc(NC(=O)CCN2CCN(c3ccccc3F)CC2)cc(OC)c1	2	-7	-0.7	-1	-12	12	0	-3	2
COc1ccc(CCNc2ncnc3[nH]ncc23)cc1OC	11	-3	-0.7	-4	-17	14	15	1	8
CCc1ccccc1NC(=S)N(Cc1ccco1)C(C)c1cccs1 (stereo not given)	-23	-5	-1.3	-1	13	0	0	2	-7
O=C1c2cc([N+](=O)[O-])ccc2-c2ncccc21	9	-7	0.5	nt	3	15	-3	-1	-3
CCOC(=O)c1cnc(SCc2cccc3ccccc23)nc1N	-10	-2	0.0	7	-1	30	2	-5	-8
COc1ccccc1NC(=O)CSc1nnc(Cc2ccccc2)o1	-13	-14	-3.6	6	-9	21	5	2	-14
Nc1nn(-c2ccccc2)c(N)c1N=Nc1ccccc1	9	-7	-0.7	-1	4	-15	64*	64*	24
CCCCCCCCNC(CO)(CO)CO	23	-6	0.7	nt	7	8	3	0	-5
O=C(c1ccc(NS(=O)(=O)c2cccs2)cc1)N1CCN(c2ccccc2Cl)CC1	11	-35	0.7	5	-9	26	6	2	-3
COc1ccc(C2C(C#N)=C(N)Oc3c2ccc2cccnc32)cc1OC (stereo not given)	7	-11	0.3	6	-7	-4	76*	78*	6
CCO[C@H]1OC(C(N)=O)=C[C@@H](c2ccccc2)[C@@H]1CCCO	10	-5	0.3	0	-3	29	2	0	1
COc1ccc(NC(=S)N2CCN(C/C=C/c3ccccc3)CC2)cc1	-3	3	0.9	-2	-9	23	4	2	1
O=C(COC(=O)c1cc2ccccc2oc1=O)c1cccc([N+](=O)[O-])c1	-31	-6	-0.8	-2	-7	17	7	-1	-8

Screening data deposited in PubChem by several laboratories.
